Rac1 act GTP bind: human Rac1 activated mutant GTP binding change. P63000. GST-Rac1 activated beads, fluorescent GTP binding, flow cytometry; actives lie on both sides; 100% means binding = to untreated wells. percent activity (GTP binding), % at 10 µM. hit rate 0.11% among 190,000. AID 764;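 active = GTP binding at least 20 percentage points away from the 100% baseline, in either direction, so actives lie on both sides; inconclusive = Compound likely fluorescent itself, or too few beads counted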
HRas wt GTP bind: changes GTP binding to wildtype human HRas; hit rate 0.14% among 190,000; GTP binding activity, % at 10 µM; AID 759; GST-Ras wt beads, Bodipy-FL-GTP binding, flow cytometry; actives lie on both sides;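 active = GTP binding activity at least 20% away from the 100% baseline, either lowered as inhibitor or raised as activator; inconclusive = flagged as likely green fluorescent, judged across all proteins in the well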;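 note: 0% = unlabeled GTP competition control and 100% = no-compound control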
Target sequence (P01112 whole entry, looked up): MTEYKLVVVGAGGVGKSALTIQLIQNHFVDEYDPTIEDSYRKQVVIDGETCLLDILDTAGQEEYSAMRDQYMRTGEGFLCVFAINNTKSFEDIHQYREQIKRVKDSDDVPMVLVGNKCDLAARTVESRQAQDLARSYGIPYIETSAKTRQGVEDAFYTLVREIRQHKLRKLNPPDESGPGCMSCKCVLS
Pf gametocyte: kills late stage P. falciparum gametocytes; P. falciparum stage V gametocytes, ATP luminescence, 24 h; inhibition, % at 10.9 µM; hit rate 0.065% among 150,000; AID 743093;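 active = inhibition above the mean plus 3 SD of compounds within the control limits, set per campaign, cut at about 38% in these data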;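 note: 0% = DMSO wells and 100% = medium only without gametocytes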
Avidin fluor: avidin bead compound fluorescence profile; Avidin beads, compound fluorescence 488/530 nm, flow cytometry; hits give high values; fluorescence (KMESF) at 10 µM; hit rate 0.38% among 220,000; AID 1775; in the data active = fluorescence above about 47; note: inactives centre near 10
Rab7 wt GTP bind: alters GTP binding to wildtype dog Rab7; GST-Rab7 beads, fluorescent GTP binding, flow cytometry; actives lie on both sides; untreated = 100%, excess cold GTP = 0%; GTP binding activity (percent of control), % at 10 µM; hit rate 0.055% among 190,000; AID 758;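 active = fluorescent GTP binding to Rab7 beads changed by at least 20 points from the 100% baseline, either direction, mostly lower; inconclusive = compound itself probably fluorescent, or too few beads counted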;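 note: median green fluorescence of bound Bodipy-FL-GTP per Rab7 bead population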
Rab2 wt GTP: changes GTP binding to wildtype dog Rab2A, up or down | P61105 | GST-Rab2 wt beads, Bodipy-GTP binding, flow cytometry | GTP binding activity, % at 10 µM | hit rate 0.19% among 190,000;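 active = GTP binding activity at least 20 points away from 100%, either lowered or raised; inconclusive = signal likely due to the compound's own green fluorescence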;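 note: 0% = beads with excess unlabeled GTP and 100% = no-compound control corrected for plate trend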
ABCB1 inh: human ABCB1 inhibition, ABCG2 as counter-screen; P08183; CCRF-Adr cells, JC-1 efflux, flow cytometry; inhibition, % at 6.6 µM; hit rate 0.067% among 190,000; AID 1326; in the data active = inhibition above about 40%;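 note: 0% = vehicle and 100% = reference inhibitor; higher value means more JC-1 retained so stronger ABCB1 efflux block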
Cdc42 wt GTP: changes GTP binding to wildtype human Cdc42 | percent activity (GTP binding), % at 10 µM | AID 761 | GST-Cdc42 beads, Bodipy-GTP binding, flow cytometry; actives lie on both sides | hit rate 0.2% among 190,000 | P60953;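 active = percent activity GTP binding at least 20 points away from the 100% baseline, either down as inhibitor or up as activator; inconclusive = compound flagged as likely green fluorescent from well-wide comparison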;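 note: median bead fluorescence of bound Bodipy-FL-GTP at 100 nM; 0% = excess unlabeled GTP control and 100% = no compound control; below 100% means less GTP binding so inhibitor and above means activator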
Target sequence (P60953 whole entry, looked up): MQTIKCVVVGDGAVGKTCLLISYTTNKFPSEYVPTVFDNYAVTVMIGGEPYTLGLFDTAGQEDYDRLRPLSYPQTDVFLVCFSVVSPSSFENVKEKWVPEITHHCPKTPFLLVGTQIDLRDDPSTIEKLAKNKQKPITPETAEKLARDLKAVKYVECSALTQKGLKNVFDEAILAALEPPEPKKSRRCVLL
Rac1 wt GTP bind: alters GTP binding to wildtype human Rac1; P63000; GST-Rac1 beads, fluorescent GTP binding, flow cytometry; actives lie on both sides; 0 = cold GTP competed, 100 = untreated; GTP binding activity (% of control), % at 10 µM; hit rate 0.27% among 190,000; AID 757;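 active = GTP binding activity at least 20 points away from the 100% control level, either lower or higher; inconclusive = compound flagged as likely green fluorescent, judged across all proteins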
ABCG2 inh: inhibitors of human ABCG2 transporter, ABCB1 counter-screen. hit rate 0.1% among 190,000. inhibition, % at 6.6 µM. AID 1325. IgMXP3 cells, JC-1 efflux, flow cytometry;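 active = inhibition above 80%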;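 note: 0% = DMSO and 100% = nicardipine control wells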
Target sequence (Q9UNQ0 whole entry, looked up): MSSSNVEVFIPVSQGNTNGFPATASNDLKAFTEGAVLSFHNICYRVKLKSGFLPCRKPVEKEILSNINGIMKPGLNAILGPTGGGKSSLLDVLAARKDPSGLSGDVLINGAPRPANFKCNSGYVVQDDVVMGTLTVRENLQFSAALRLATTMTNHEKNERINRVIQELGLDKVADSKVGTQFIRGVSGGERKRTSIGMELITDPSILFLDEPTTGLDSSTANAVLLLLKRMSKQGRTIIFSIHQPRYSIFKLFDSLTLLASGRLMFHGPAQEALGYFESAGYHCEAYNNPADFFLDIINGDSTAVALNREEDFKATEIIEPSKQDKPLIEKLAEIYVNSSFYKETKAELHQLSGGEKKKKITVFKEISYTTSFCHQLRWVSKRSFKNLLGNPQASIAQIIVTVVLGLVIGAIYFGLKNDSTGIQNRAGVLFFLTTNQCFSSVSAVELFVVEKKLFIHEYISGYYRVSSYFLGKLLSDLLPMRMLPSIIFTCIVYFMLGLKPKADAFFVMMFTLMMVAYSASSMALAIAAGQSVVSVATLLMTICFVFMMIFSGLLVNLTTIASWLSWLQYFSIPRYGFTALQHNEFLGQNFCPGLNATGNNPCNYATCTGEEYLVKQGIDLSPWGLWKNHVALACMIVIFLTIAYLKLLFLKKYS
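Test system: IgMXP3 cells (ABCG2) mixed with DDAO far-red-labelled CCRF-Adr cells (ABCB1). Reagent: JC-1 transporter substrate. Compound dosing: single test compound dose, 6.6 µM final. Times: 10 min compound exposure, 25 °C. Detection: flow cytometry of retained JC-1 fluorescence. Read-out basis: efflux inhibition in percent versus controls. Controls: nicardipine and DMSO wells.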
GSH bead fluor: compound fluoresces at 488/530 nm on GSH beads. GSH beads flow cytometry, compound fluorescence 488/530 nm; hits give high values. fluorescence (KMESF) at 10 µM. hit rate 0.25% among 190,000; in the data active = fluorescence above about 89;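 note: glutathione beads carrying GST-tagged Bcl family fusion proteins plus one bare bead set; values are compound well signal with DMSO vehicle wells as background; inactives centre near 16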
Numbers without * were called inactive; ? = inconclusive; · = not tested or not shown. Rows were taken by chance; any-hit rate near 1.1%.

SMILES | Rac1 act GTP bind | HRas wt GTP bind | Pf gametocyte | Avidin fluor | Rab7 wt GTP bind | Rab2 wt GTP | ABCB1 inh | Cdc42 wt GTP | Rac1 wt GTP bind | ABCG2 inh | GSH bead fluor
C=CCn1c(SCC(=O)NCC(=O)OCC)nnc1-c1cccc(OC)c1 | 98 | 99 | -2 | 8 | 100 | 100 | -0.1 | 98 | 103 | 5 | 30
O=C(Nc1cccc2ccccc12)c1cn(-c2ccccc2)nc1-c1cccs1 | 97 | 98 | · | 10 | 100 | 99 | 0.3 | 99 | 99 | 3 | 11
Cc1noc(C(=O)NCc2cccnc2)c1Cl | 98 | 103 | · | 26 | 103 | 103 | 0.8 | 104 | 104 | 5 | 16
O=C1CN(C(=O)c2cnccn2)c2ccccc2N1 | 100 | 102 | · | 16 | 100 | 101 | 0.0 | 103 | 102 | 0 | 25
c1ccc2c(c1)ncn2CCCCOc1ccc2c(c1)CCC2 | 95 | 102 | -20 | 15 | 98 | 98 | 1.2 | 98 | 98 | 4 | 7
O=c1cc[nH]c2cc(C(F)(F)F)ccc12 | 97 | 97 | 13 | 12 | 96 | 97 | 0.2 | 98 | 98 | 2 | 35
CCOC(=O)CC(C#N)c1c[nH]c2ccccc12 (stereo not drawn) | 97 | 102 | · | 12 | 101 | 98 | -0.1 | 100 | 109 | 2 | 47
Cc1cc(/C=C2/C(=O)N(C)C(=S)N2C)c(C)n1C1CC1 | 100 | 102 | 19 | 3 | 97 | 99 | 0.1 | 99 | 104 | 2 | 13
COCCNc1cc(C)nc2cc(-c3ccc(C)cc3)nn12 | 97 | 96 | 0 | 13 | 98 | 98 | -1.2 | 100 | 98 | 19 | 14
Cc1cccc(Nc2nnc(C)c(=O)n2N)c1 | 97 | 98 | -27 | 5 | 100 | 97 | -0.2 | 100 | 98 | 0 | 26
CC/C(=N\NC(=O)Nc1ccccc1)c1ccccc1 | 99 | 98 | 17 | 7 | 103 | 99 | 0.9 | 99 | 100 | 22 | 17
OCC(O)CSc1nc(-c2ccccc2)nc2c1CCC2 (stereo not drawn) | 98 | 100 | -12 | 8 | 101 | 100 | 0.2 | 104 | 104 | 1 | 20
Cc1nn(CC(=O)NCCN2CCOCC2)c(=O)c2ccccc12 | 100 | 100 | · | 12 | 99 | 103 | 0.7 | 102 | 104 | 0 | 26
O=C(CSc1nnc(-c2ccccn2)n1Cc1ccccc1)NC1CCCC1 | 101 | 104 | 14 | 47 | 99 | 105 | 0.9 | 104 | 104 | 4 | 22
O=S(=O)(Nc1nccs1)c1ccc(NS(=O)(=O)c2cccs2)cc1 | 99 | 100 | · | 12 | 97 | 101 | -0.1 | 98 | 103 | 1 | 28
CCN(CC)C(=O)CSc1nnc(CCNC(=O)OC(C)(C)C)o1 | 98 | 99 | · | 5 | 95 | 99 | 0.6 | 102 | 102 | 1 | 50
COc1ccc(C2C(C(=O)N3CCN(C)CC3)c3ccccc3C(=O)N2C2CCCCC2)cc1 (stereo not drawn) | 97 | 103 | · | 19 | 101 | 102 | 0.9 | 106 | 99 | 3 | 4
CCN(CC)c1ccc(/C=N/NC(=O)Nc2nonc2N)cc1 | 97 | 103 | 11 | 4 | 111 | 100 | 0.1 | 102 | 106 | 0 | 9
COc1ccc(NS(=O)(=O)c2ccc(N/N=C/c3ccc(N4CCOCC4)cc3)c([N+](=O)[O-])c2)cc1 | ? | ? | 6 | 0 | ? | ? | -0.7 | ? | ? | -3 | 5
C/C(=N\NC(=S)NC(C)C)c1ccc2c(c1)OCCO2 | 99 | 100 | -8 | 4 | 101 | 98 | -0.4 | 98 | 102 | 7 | 10
CCOc1ccc(-n2c(C)nc3cc(C(=O)NCCN4CCOCC4)ccc32)cc1 | 99 | 103 | -3 | 7 | 103 | 103 | 0.5 | 102 | 105 | 2 | 104*
COC(=O)c1sc(NC(=O)CCCn2nc([N+](=O)[O-])cc2C)c(C(=O)OC)c1C | 98 | 101 | -25 | 9 | 103 | 100 | 4.6 | 103 | 106 | 68 | 11
CCOC(=O)N1CCC(NC(=O)c2cnn3c2NC(c2ccco2)CC3C(F)(F)F)CC1 (stereo not drawn) | 95 | 98 | · | 26 | 97 | 94 | 0.8 | 96 | 99 | 9 | 17
CCOC(=O)Cn1nc(/C=C/c2ccc(C)cc2)ccc1=O | 99 | 100 | -11 | 7 | 96 | 102 | -5.3 | 101 | 100 | -7 | 27
COC(=O)c1c(NC(=O)CN(c2ccc(C)c(C)c2)S(C)(=O)=O)sc2c1CCCC2 | 99 | 98 | -6 | 7 | 98 | 99 | 5.4 | 86 | 101 | 25 | 17

Looked up by compound from the list above:
SMILES | Rac1 act GTP bind | HRas wt GTP bind | Pf gametocyte | Avidin fluor | Rab7 wt GTP bind | Rab2 wt GTP | ABCB1 inh | Cdc42 wt GTP | Rac1 wt GTP bind | ABCG2 inh | GSH bead fluor
CC/C(=N\NC(=O)Nc1ccccc1)c1ccccc1 | 99 | 98 | 17 | 7 | 103 | 99 | 0.9 | 99 | 100 | 22 | 17
O=c1cc[nH]c2cc(C(F)(F)F)ccc12 | 97 | 97 | 13 | 12 | 96 | 97 | 0.2 | 98 | 98 | 2 | 35

Only Rab2 wt GTP and Pf gametocyte, for some of the entries so far:
compound	Rab2 wt GTP	Pf gametocyte
CCOc1ccc(-n2c(C)nc3cc(C(=O)NCCN4CCOCC4)ccc32)cc1	103	-3
CCOC(=O)N1CCC(NC(=O)c2cnn3c2NC(c2ccco2)CC3C(F)(F)F)CC1 (stereo not drawn)	94	·
O=S(=O)(Nc1nccs1)c1ccc(NS(=O)(=O)c2cccs2)cc1	101	·
COC(=O)c1sc(NC(=O)CCCn2nc([N+](=O)[O-])cc2C)c(C(=O)OC)c1C	100	-25
Cc1nn(CC(=O)NCCN2CCOCC2)c(=O)c2ccccc12	103	·
CC/C(=N\NC(=O)Nc1ccccc1)c1ccccc1	99	17

Some of these compounds in order of length of the SMILES, smallest number first:
SMILES | Rac1 act GTP bind | HRas wt GTP bind | Pf gametocyte | Avidin fluor | Rab7 wt GTP bind | Rab2 wt GTP | ABCB1 inh | Cdc42 wt GTP | Rac1 wt GTP bind | ABCG2 inh | GSH bead fluor
CCOC(=O)Cn1nc(/C=C/c2ccc(C)cc2)ccc1=O | 99 | 100 | -11 | 7 | 96 | 102 | -5.3 | 101 | 100 | -7 | 27
O=S(=O)(Nc1nccs1)c1ccc(NS(=O)(=O)c2cccs2)cc1 | 99 | 100 | · | 12 | 97 | 101 | -0.1 | 98 | 103 | 1 | 28
CCOc1ccc(-n2c(C)nc3cc(C(=O)NCCN4CCOCC4)ccc32)cc1 | 99 | 103 | -3 | 7 | 103 | 103 | 0.5 | 102 | 105 | 2 | 104*

Next results follow:
SMILES | Rac1 act GTP bind | HRas wt GTP bind | Pf gametocyte | Avidin fluor | Rab7 wt GTP bind | Rab2 wt GTP | ABCB1 inh | Cdc42 wt GTP | Rac1 wt GTP bind | ABCG2 inh | GSH bead fluor
CCOc1cc(C=O)ccc1OCCCN1C(=O)NC(C)(C)C1=O | 98 | 102 | · | 20 | 100 | 99 | 0.7 | 101 | 102 | 3 | 10
Cn1nc(C(=O)Nc2ccc(S(=O)(=O)N3CCCCC3)cc2)c2ccccc2c1=O | 92 | 93 | · | 18 | 95 | 96 | -0.3 | 90 | 90 | -1 | 10
O=[N+]([O-])c1cccc(C(=Nc2ccccc2Cl)NO)c1 | 97 | 98 | -17 | 1 | 96 | 100 | 0.6 | 98 | 99 | 4 | 28
CCCNC(=S)Nc1ccc(CC(=O)OC)cc1 | 94 | 94 | 13 | 8 | 96 | 92 | -0.2 | 98 | 99 | 0 | 12
Nc1nnc(SCc2cccc(C(F)(F)F)c2)s1 | 94 | 102 | · | 21 | 99 | 98 | 0.4 | 98 | 98 | 2 | 13
O=C(C1CCN(S(=O)(=O)c2cccnc2)CC1)N1CCN(c2ccccc2Cl)CC1 | 101 | 100 | 9 | 37 | 99 | 100 | 0.7 | 104 | 104 | 1 | 14
CCOC(=O)c1ccc2c(c1)C1C=CCC1C(C(=O)O)N2 (stereo not drawn) | 97 | 99 | · | 33 | 99 | 97 | -0.5 | 100 | 101 | -1 | 17
COc1ccc(/C(N)=N/OC(=O)c2ccc3c(c2)OCO3)cc1 | 99 | 100 | 1 | 48* | 97 | 98 | 0.4 | 100 | 98 | 3 | 10
CCC(=NCCN1CCNCC1)C1=C(O)CC(C)(C)CC1=O | 96 | 99 | -5 | 14 | 99 | 97 | 1.0 | 96 | 92 | 3 | 30
c1ccc(C(Cc2nc(-c3cccnc3)no2)c2ccccc2)cc1 | 96 | 98 | · | 11 | 103 | 97 | 0.8 | 98 | 97 | 3 | 25
Cc1cc(C)n(-c2ccc(C(C)C)cc2)c(=O)c1C#N | 93 | 99 | -99 | 11 | 97 | 97 | -0.1 | 100 | 101 | 2 | 15
Cc1ccc(NC(=S)NCC(C)C)cc1 | 100 | 100 | -14 | 12 | 101 | 97 | -0.3 | 99 | 104 | 6 | 9
COc1ccc(-c2nnc(SCCC(=O)O)n2-c2ccccc2)cc1OC | 96 | 103 | · | 17 | 103 | 100 | 0.5 | 102 | 101 | 1 | 11
O=C(COc1ccccc1Cl)NCCc1ccc2c(c1)OCCO2 | 95 | 98 | -8 | 7 | 98 | 95 | -0.4 | 101 | 103 | -1 | 12
O=S(=O)(Cc1ccccc1)N1CCN(Cc2ccccc2)CC1 | 95 | 96 | 1 | 9 | 99 | 96 | 1.6 | 96 | 98 | 7 | 53
CCCCn1c(=N)n(CC(=O)c2ccc([N+](=O)[O-])cc2)c2ccccc21 | 92 | 91 | 4 | 9 | 101 | 94 | 0.9 | 96 | 94 | 7 | 18
Cn1c(SCCOc2ccccc2Cl)nnc1-c1cccs1 | 93 | 97 | -34 | 5 | 95 | 98 | 0.4 | 99 | 99 | 16 | 20
CCOC(=O)N1CCN(CCC(=O)Nc2ccccc2OC)CC1 | 94 | 98 | · | · | 95 | 95 | 0.6 | 97 | 99 | 0 | 20
C[C@@H](O)C1NC(=O)[C@H](CCCCN)NC(=O)c2cc([N+](=O)[O-])cc(I)c2OCC[C@@H](C(N)=O)NC1=O (stereo partly drawn) | 100 | 101 | 12 | 10 | 97 | 100 | -0.3 | 107 | 106 | 3 | 18
N#CC1=C(N)N(c2ccccc2)C(c2cccc([N+](=O)[O-])c2)C1(C#N)C#N (stereo not drawn) | 98 | 96 | -29 | 7 | 97 | 96 | 2.2 | 100 | 102 | 52 | 20
C=CC[n+]1c(C)csc1Nc1cccc(Br)c1 | 94 | 98 | -20 | 10 | 100 | 101 | 1.0 | 97 | 96 | 7 | 14
